Hep lipid drop: hepatic lipid droplet formation modulation; AML12 mouse hepatocytes, oleate lipid droplets, BODIPY imaging; inhibition, % at 6.5 µM; 240,000 compounds, 0.4% hits;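 active means lipid droplet intensity inhibited by at least 50%, with more than 500 cells counted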
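Material – mouse AML12 hepatocyte cell line, fixed after treatment · Compound dosing – one dose, 6.5 µM compound · Times – compound with oleate, overnight · Measured by – Image-based BODIPY and DAPI two-channel analysis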
Autophagy HCS: modulators of autophagy; MEF GFP-LC3 puncta imaging; test concentration mostly 10 µM; calls only at 10 µM (by protocol); 190,000 compounds, 0.98% hits; AID 463193;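 active means percentage of spot-positive cells more than 3 SD above its plate mean, without a fluorescence outlier flag or 80% toxicity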;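 further: spot-positive cell cutoff set from DMSO-treated cells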
PhoP inhibition: inhibitors of PhoP regulon expression, primary screen, Salmonella Typhimurium, GFP reporter (AID 1863); 300,000 compounds, 0.16% hits; one-dose inhibition, % at 50 µM; IC50 in µM for titrated hits; S. Typhimurium PhoP-regulated promoter GFP reporter, 4 h; higher % means a stronger effect;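 active means inhibition over 29.93%, a cutoff 3 SD above the screen mean, later confirmed by dose response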;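 further: 0% = low Mg2+ inducing control and 100% = high Mg2+ repressing control; strong numbers were not always called active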
Dynein cargo inh: dynein cargo transport inhibition | AID 1381 | 3617.4 mouse cells, GR-EGFP nuclear translocation imaging; test concentration mostly 20 µM; stimulated with dexamethasone, 1 µM; stronger effect = lower value | z-score, hits read low | 220,000 compounds, 0.47% hits;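 active means plate z-score of nuclear minus cytoplasmic receptor signal below a set negative limit, without overly bright fluorescence or cell loss, cut at about -3.5 in these data, passing the limit was not always enough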;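 further: z-score of nuclear minus cytoplasmic ring GR-EGFP intensity difference per well; some compounds called inactive have numbers as strong as hits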
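Buffer or medium – tet-free medium with charcoal-stripped serum · Signal – automated 10x imaging of fixed Hoechst-stained cells · Also added – dexamethasone agonist, 1.0 µM final, for 30 min · Incubation – induction 48 h, compound 1 h, agonist 30 min · Read-out – GR-EGFP nuclear translocation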
T cell HTS: T cell immune modulation candidate. AID 2052. 2C CD8+ T cell-vesicle binding, flow cytometry; stronger effect = lower value. calls only at 7 µM. 330,000 compounds, 0.068% hits;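 active means response, share of CD8 T cells binding vesicles, and their 90th percentile fluorescence all below set limits, cut at about 80% in these data, passing the limit was not always enough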
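Assay system – 2C mouse CD8+ T cells · Also added – QL9-loaded Drosophila micro-vesicles · Timing – Cell–vesicle co-incubation 1.5 h at 37 °C, staining 20 min on ice · Signal – flow cytometry of vesicle-bound cells · Measure – percent CD8+ FL2 mean versus row control · Controls – Peptide-free naked vesicles (low) and QL9 vesicles with 0.7% DMSO vehicle (high)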
Ins promoter up: MIN6 insulin promoter up-regulation; z-score at 5 µM; MIN6 insulin promoter-GFP reporter, high-content imaging; stronger effect = higher value; 190,000 compounds, 0.3% hits;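 active means z-score above 3 at 5 µM with at least 500 cells counted in the well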
CSM14.1 death rescue: protection against thapsigargin-triggered cell killing – 384-well, CSM14.1, ATP luminescence, primary screen (AID 1222); 190,000 tested, under 10 active; CSM14.1 thapsigargin-induced death rescue, ATP luminescence; higher % means a stronger effect; cellular ATP content (survival), % at 20 µM, or EC50 in µM where a hit was titrated;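 active means EC50 below 50 µM in the dose-response confirmation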;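 further: death triggered by thapsigargin at about 15 µM added after 2 h compound pretreatment; cell ATP read after overnight thapsigargin exposure of roughly 18 to 22 hours; normalized against plate controls of thapsigargin alone and 5% DMSO vehicle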
b-catenin transl: beta-catenin nuclear translocation modulation | 190,000 compounds, 0.3% hits | HeLa beta-catenin nuclear translocation, immunofluorescence imaging | AID 1665 | nuclear translocation activity, % at 5 µM;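 active means nuclear translocation activity above 50% at 5 µM, with a well cell count of 50 or more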;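 further: per-cell ratio of nuclear to cytoplasmic median beta-catenin stain intensity; plate controls were DMSO negative control for no effect and GSK-3 inhibitor IX positive control for full effect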
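System: HeLa cells, endogenous beta-catenin; compound dosing: 5 µM primary single dose, 0.1% DMSO, 0.02–20 µM confirmation series; incubation: 24 h compound exposure at 37°C, 5% CO2; signal: beta-catenin immunofluorescence imaging with DAPI; evaluation: % activation, nuclear-to-cytoplasmic median beta-catenin signal ratio per cell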
MT stabilizer: microtubule stabilizers in HeLa cells; HeLa tubulin immunostaining HCS, 24 h; share of cells brighter than vehicle mean+2SD; % tubulin-high responders, % at 10 µM; 200,000 compounds, 0.83% hits; AID 2205;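 active means plate Z-score above 3 for both tubulin-high and condensed-nucleus cell shares, with cell loss under 80%, at 10 µM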;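 further: anti alpha tubulin signal scored within the nucleus-defined area of each cell; some results filed as inactive read as strong as hits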
Dynein cargo inh cytoplasmic EGFP: recorded beside Dynein cargo inh, whose call it bears; z-score; measured here: cytoplasmic GR-EGFP intensity; stronger effect = higher value
Dynein cargo inh nuclear GR-EGFP: also measured in Dynein cargo inh; calls as there; z-score; measured here: nuclear GR-EGFP intensity;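 lower value marks the stronger effect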
Dynein cargo inh cell count: also measured in Dynein cargo inh; calls as there; z-score; measured here: cell count per field
Ins promoter up cell count: second read-out of Ins promoter up, no call of its own (marks repeat the call); cell count; measured here: cytotoxicity, nuclei count;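 total cells summed across four imaged fields per well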
Hep lipid drop cells 6.5 µM: further read-out of Hep lipid drop, marked with its call; cell count; measured here: cell count, cytotoxicity flag;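 cells counted across two imaged fields per well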
b-catenin transl cell count 5 µM: further read-out of b-catenin transl, marked with its call; cell count; measured here: cell count, cytotoxicity flag
T cell HTS vesicle-bound %: further read-out of T cell HTS, marked with its call; double positive events, %; measured here: CD8+ vesicle-bound cell fraction;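 binding gate set so that unloaded-vesicle control wells show 10% double positive cells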
MT stabilizer Hoechst-high %: recorded beside MT stabilizer, whose call it bears; % Hoechst-high responders; measured here: nuclear condensation Hoechst responders;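 share of cells brighter than vehicle mean plus two SD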
MT stabilizer cytotoxicity %: recorded beside MT stabilizer, whose call it bears; toxicity, %; measured here: cytotoxicity by cell density;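 0% = mean cell density of plate MIN control wells and 100% = no cells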
Autophagy HCS cell loss 18 h: also measured in Autophagy HCS; calls as there; toxicity, %; measured here: cell loss, nuclei count;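 cell loss after 18 h compound exposure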
* = called active by the depositor; i = inactive; x = no result given; + = active, no number.

SMILES	Hep lipid drop	Hep lipid drop cells 6.5 µM	Autophagy HCS	Autophagy HCS cell loss 18 h	PhoP inhibition	Dynein cargo inh	Dynein cargo inh cytoplasmic EGFP	Dynein cargo inh nuclear GR-EGFP	Dynein cargo inh cell count	T cell HTS	T cell HTS vesicle-bound %	Ins promoter up	Ins promoter up cell count	CSM14.1 death rescue	b-catenin transl	b-catenin transl cell count 5 µM	MT stabilizer	MT stabilizer Hoechst-high %	MT stabilizer cytotoxicity %
COc1ccc(CC(NC(C)=O)C(=O)N2CCN(C(=O)Nc3cccc(F)c3)CC2)cc1OC (stereo unspecified)	0	670	i	23	x	-0.54	-0.27	0.18	0.21	i	54	0.58	1441	-1.6%	0.6	977	2.4	2.6	10.0
C=CCNC(=O)C1CC(=O)N(c2ccc(OCC(=O)Nc3cccc(OC)c3)cc2)C1 (stereo unspecified)	4	829	i	-3	-2%	1.2	-0.23	0.9	-0.34	i	12	-0.52	1199	-1.9%	-0.1	1218	2.0	2.5	18
CCc1ccc(CCC(=O)Nc2nc(CC(C)=O)ns2)o1	x	x	i	5	-8%	0.27	-0.13	0.074	-0.7	i	20	-0.53	1188	-0.6%	-6.0	1067	3.6	2.1	5.2
O=C(CCN1CCN(c2ccc(Cl)cc2)CC1)Nc1ccccc1F	x	x	i	-4	8%	0.74	-0.16	0.55	-0.7	i	59	1.2	1154	-1.4%	-4.1	818	3.4	1.7	2.8
COc1ccc(NC(=O)CN(c2cc(C)cc(C)c2)S(=O)(=O)c2c(C)n[nH]c2C)cc1	x	x	i	-5	-5%	-0.016	-0.15	0.23	-0.29	i	22	-0.07	952	-0.6%	-6.5	1144	7.7	1.7	7.5
O=C(NNc1nc2ccccc2s1)Nc1ccccc1	24	688	i	2	3%	-0.25	-0.27	-0.58	0.38	i	45	-0.76	1314	-1.8%	-3.1	534	3.1	2.0	5.6
O=C(NCc1nnc(SCc2ccccc2)n1-c1ccc(F)cc1)C12CC3CC(CC(C3)C1)C2	-2	581	i	17	-1%	-0.17	-0.12	-0.27	-0.56	i	14	0.05	1575	3.1%	-2.5	1155	5.6	1.7	9.7
CCN(CC)S(=O)(=O)c1cccc(-c2n[nH]c(=S)n2Cc2ccccc2)c1	-11	689	i	9	-2%	-1.2	-0.18	-0.79	0.22	i	18	0.25	1411	-0.8%	-1.7	1144	1.6	1.9	7.3
NS(=O)(=O)c1ccc(CNC(=S)NC2CCCC2)cc1	x	x	i	-19	-1%	0.23	-0.073	0.47	-0.2	i	28	0.8	1674	-1.2%	0.3	1463	2.2	1.5	2.9
CCOCCCn1c(=NC(=O)c2cccs2)c(C#N)cc2c(=O)n3ccccc3nc21	2	710	x	x	-41%	-0.13	-0.28	-0.17	0.95	i	13	0.49	1073	x	-0.5	1260	x	x	x

Three structures out of the list, sorted by formula weight, ascending:
SMILES	Hep lipid drop	Hep lipid drop cells 6.5 µM	Autophagy HCS	Autophagy HCS cell loss 18 h	PhoP inhibition	Dynein cargo inh	Dynein cargo inh cytoplasmic EGFP	Dynein cargo inh nuclear GR-EGFP	Dynein cargo inh cell count	T cell HTS	T cell HTS vesicle-bound %	Ins promoter up	Ins promoter up cell count	CSM14.1 death rescue	b-catenin transl	b-catenin transl cell count 5 µM	MT stabilizer	MT stabilizer Hoechst-high %	MT stabilizer cytotoxicity %
CCN(CC)S(=O)(=O)c1cccc(-c2n[nH]c(=S)n2Cc2ccccc2)c1	-11	689	i	9	-2%	-1.2	-0.18	-0.79	0.22	i	18	0.25	1411	-0.8%	-1.7	1144	1.6	1.9	7.3
CCOCCCn1c(=NC(=O)c2cccs2)c(C#N)cc2c(=O)n3ccccc3nc21	2	710	x	x	-41%	-0.13	-0.28	-0.17	0.95	i	13	0.49	1073	x	-0.5	1260	x	x	x
O=C(NCc1nnc(SCc2ccccc2)n1-c1ccc(F)cc1)C12CC3CC(CC(C3)C1)C2	-2	581	i	17	-1%	-0.17	-0.12	-0.27	-0.56	i	14	0.05	1575	3.1%	-2.5	1155	5.6	1.7	9.7

(list continues)
SMILES	Hep lipid drop	Hep lipid drop cells 6.5 µM	Autophagy HCS	Autophagy HCS cell loss 18 h	PhoP inhibition	Dynein cargo inh	Dynein cargo inh cytoplasmic EGFP	Dynein cargo inh nuclear GR-EGFP	Dynein cargo inh cell count	T cell HTS	T cell HTS vesicle-bound %	Ins promoter up	Ins promoter up cell count	CSM14.1 death rescue	b-catenin transl	b-catenin transl cell count 5 µM	MT stabilizer	MT stabilizer Hoechst-high %	MT stabilizer cytotoxicity %
CCN(CC)S(=O)(=O)c1ccc(N2CCN(S(=O)(=O)c3ccccc3C#N)CC2)nc1	-8	704	i	27	3%	-0.21	-0.36	0.17	0.19	i	59	x	x	-1.7%	-4.3	1121	3.7	2.0	6.1
Cc1c(N2C(=O)/C(=C\C3CC=CCC3)SC2=S)c(=O)n(-c2ccccc2)n1C (stereo unspecified)	11	802	i	2	-6%	0.16	-0.23	0.21	-0.29	i	43	0.25	1165	-1.7%	-1.3	1089	3.9	1.4	8.9
Cc1nnc2sc(-c3ccc(NC(=O)CSc4ccc(Cl)cc4)cc3)nn12	0	693	i	-6	-3%	-0.019	-0.25	-0.68	-0.24	i	10	x	x	4.2%	-2.4	1119	2.5	2.0	2.0
Cc1cc(C)c2nc(-c3ccccn3)cc(C(=O)Nc3cc(C)on3)c2c1	-10	710	i	0	0%	-0.0011	1	0.052	-0.54	i	4	0.93	1235	-2.1%	x	x	5.0	2.0	5.0
COc1cccc(C(=O)N2N=C(c3cccc(OC)c3)CC2(O)C(F)(F)F)c1 (stereo unspecified)	x	x	i	5	0%	0.54	-0.23	-0.31	0.57	i	38	x	x	0.1%	x	x	1.2	1.2	8.3
COCC(=O)/C=C1\Sc2ccccc2N1C	1	747	i	-1	6%	-1	-0.25	-0.54	0.6	i	52	0.59	1279	-2.8%	-0.9	1034	2.5	1.3	6.7
CSc1ncc(Cl)c(C(=O)Nc2ccc(NC(C)=O)cc2)n1	1	509	i	-2	-13%	-0.65	-0.17	-0.46	0.68	i	58	0.14	1558	-0.2%	-2.1	1099	4.2	2.5	0.5
CCOC(=O)C1=C(C)Nc2nc(C)nn2C1c1ccc(C)cc1 (stereo unspecified)	-2	762	i	-41	2%	-0.8	-0.21	0.16	0.93	i	39	-0.87	1254	-2.0%	2.5	573	3.4	1.8	4.1
Cc1nc2nc(SCC(N)=O)[nH]c2cc1Br	-1	675	i	0	5%	-0.051	-0.19	0.12	-0.47	i	38	0.57	728	0.2%	4.2	1004	3.4	2.4	4.1
Cc1ccc(CNC(=O)COC(=O)c2cnccn2)cc1	x	x	i	-6	0%	0.32	-0.2	-0.8	0.039	i	10	-0.23	1347	-0.8%	-0.5	1404	3.1	2.0	1.7
COc1ccc(/C=C/C(=O)NC(=S)Nc2cc([N+](=O)[O-])ccc2O)cc1OC	-18	691	i	-16	-7%	0.25	-0.32	-0.49	0.73	i	6	-1	1171	-0.8%	1.0	1093	5.4	2.5	11
NS(=O)(=O)c1ccc(CCNC(=O)/C=C/c2cccc([N+](=O)[O-])c2)cc1	0	678	i	-14	6%	0.13	-0.33	-0.53	0.65	i	58	-0.24	1497	-0.2%	0.5	1486	2.5	1.3	8.3
CC(NCc1ccc2c(c1)OCO2)C(=O)NC1CCCCC1 (stereo unspecified)	7	722	i	0	9%	1.9	-0.078	1.3	-1.9	i	52	-0.49	1674	2.2%	0.2	903	2.6	1.7	5.1
COc1cc(NC(=O)C/C(C)=N/NC(=O)c2cccs2)c(OC)cc1Cl	1	730	i	20	13%	-0.25	-0.32	-0.42	1.1	i	49	0.04	1425	-1.5%	0.4	1557	1.8	2.5	4.6
Cc1cc(C)c(C(=O)CSc2nc(C)cc(C)c2C(N)=O)c(C)c1	11	534	i	12	-5%	-0.079	-0.23	-0.16	-0.31	i	55	x	x	-1.5%	1.5	1082	4.2	3.2	7.8
CCN(CC)CCCNC(=O)CNC(=O)c1nn(-c2ccc(OC)cc2)c(=O)c2ccccc12	-11	729	i	3	-6%	0.066	-0.32	-0.14	0.56	i	18	0.19	1219	-0.4%	-1.4	1049	2.6	2.0	10.0
Cc1cccnc1NCC(O)COc1ccccc1 (stereo unspecified)	0	651	i	1	-9%	-0.5	-0.26	0.066	-0.65	i	12	0.13	1863	0.4%	0.5	956	2.6	1.4	50
Cc1ccc(CSCC(=O)N2CCN(c3ccccc3)CC2)cc1	0	579	i	6	-2%	0.92	-0.13	1.1	-0.8	i	10	x	x	-3.0%	0.7	888	2.3	3.5	3.6
COc1cc(NC(=S)NCCN2CCOCC2)cc(OC)c1	5	600	+	-2.9*	5%	2.2	-0.22	0.79	-1.3	i	10	-0.67	1156	-1.1%	-0.7	962	5.3	2.8	5.3
CCCC(=O)Nc1nc2c(C)c(Cl)ccc2s1	0	683	x	x	-2%	-0.72	0.51	0.4	-0.06	i	26	-0.99	1086	x	-1.7	1310	x	x	x
O=C(N/N=C/c1ccncc1)c1cccc(NC(=O)c2ccc(Cl)cc2)c1	0	653	i	12	1%	-0.55	-0.27	-0.56	0.71	i	53	0.51	1407	0.0%	-1.4	1113	3.0	2.3	0.2

Assay outcomes: PubChem, several laboratories
